# Mcl1-Bid inh: Mcl-1/Bid binding inhibitors, primary screen, biochemical, TR-FRET, 1536-well | AID 1021, 2008 | Induced myeloid leukemia cell differentiation protein Mcl-1 (Homo sapiens), Q07820 | TR-FRET Mcl-1/Bid-Dy647 peptide binding | inhibition, % at 21.7 µM | actives 0.97% (n = 220,000);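 active means compounds that cut the binding signal by more than half at the single screening dose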;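 further: His-tagged Mcl-1 with europium anti-His antibody binding Bid BH3 peptide; 0% = Mcl-1 plus peptide wells and 100% = peptide-only wells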
# Target sequence (Q07820 whole entry, looked up): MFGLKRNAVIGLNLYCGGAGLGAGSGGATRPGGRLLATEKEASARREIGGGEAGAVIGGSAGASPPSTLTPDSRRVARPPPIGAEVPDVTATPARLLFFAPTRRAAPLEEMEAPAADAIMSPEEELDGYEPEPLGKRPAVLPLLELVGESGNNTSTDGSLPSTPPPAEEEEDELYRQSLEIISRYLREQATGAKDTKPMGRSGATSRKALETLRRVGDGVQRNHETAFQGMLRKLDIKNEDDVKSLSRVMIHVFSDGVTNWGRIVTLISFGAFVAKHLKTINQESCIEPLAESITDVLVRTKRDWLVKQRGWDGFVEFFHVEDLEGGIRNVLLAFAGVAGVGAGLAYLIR
# GSH fluor: compound fluorescence on glutathione beads, profiling panel, artefact control, biophysical, 488/530 nm, flow cytometry; GSH beads flow cytometry, compound fluorescence 488/530 nm; active compounds read high; fluorescence (KMESF) at 10 µM; actives 0.25% (n = 190,000); in the data active means fluorescence above about 89;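 further: glutathione beads carrying GST-tagged Bcl family fusion proteins plus one bare bead set; values are compound well signal with DMSO vehicle wells as background; inactives centre near 16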
# Avidin fluor: green autofluorescence of compounds with avidin beads – biophysical, 488/530 nm, flow cytometry, artefact control, profiling panel; compound fluorescence 488/530 nm; active compounds read high; fluorescence (KMESF) at 10 µM; actives 0.38% (n = 220,000); in the data active means fluorescence above about 47; further: inactives centre near 10
# Rab2A wt mod: modulators of GTP binding to Rab2A wildtype, primary screen, biochemical, dog, bead-based flow cytometry, multiplex; Ras-related protein Rab-2A (Canis lupus familiaris), P61105; GST-Rab2 wt beads, Bodipy-GTP binding; GTP binding activity, % at 10 µM; actives 0.19% (n = 190,000); AID 760, 2007;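 active means GTP binding activity at least 20 points away from 100%, either lowered or raised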;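 further: 0% = beads with excess unlabeled GTP and 100% = no-compound control corrected for plate trend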
# Mcl1-Noxa inh: Mcl-1/Noxa binding inhibitors, primary screen, biochemical, TR-FRET, 1536-well; Induced myeloid leukemia cell differentiation protein Mcl-1 (Homo sapiens), Q07820; TR-FRET Mcl-1/Noxa peptide binding, 2 h; inhibition, % at 21.7 µM; actives 1.5% (n = 220,000); AID 1022, 2008;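 active means compounds that cut the protein-peptide binding signal by more than 50% relative to plate controls in a single-dose test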;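 further: His-tagged Mcl-1 with rhodamine Noxa BH3 peptide and terbium anti-His antibody; 0% = Mcl-1 plus Noxa peptide wells and 100% = peptide-only wells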
# Cdc42 wt: modulators of GTP binding to wildtype Cdc42, primary screen, biochemical, multiplex bead flow cytometry, Bodipy-GTP; Cell division control protein 42 homolog (Homo sapiens), P60953; GST-Cdc42 beads; actives lie on both sides; percent activity (GTP binding), % at 10 µM; actives 0.2% (n = 190,000); AID 761, 2007;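 active means percent activity GTP binding at least 20 points away from the 100% baseline, either down as inhibitor or up as activator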;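 further: median bead fluorescence of bound Bodipy-FL-GTP at 100 nM; 0% = excess unlabeled GTP control and 100% = no compound control; below 100% means less GTP binding so inhibitor and above means activator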
# Target sequence (P60953 whole entry, looked up): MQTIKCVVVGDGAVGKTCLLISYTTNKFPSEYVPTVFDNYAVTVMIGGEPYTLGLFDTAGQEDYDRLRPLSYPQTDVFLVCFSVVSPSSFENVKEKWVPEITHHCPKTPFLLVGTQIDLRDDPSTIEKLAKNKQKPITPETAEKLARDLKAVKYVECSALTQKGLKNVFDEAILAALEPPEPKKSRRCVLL
# Rac1 mut GTP: GTP binding modulators of activated mutant Rac1, primary screen, biochemical, bead-based flow cytometry, multiplex, fluorescent GTP; GST-Rac1 activated beads; actives lie on both sides; 100% means binding = to untreated wells; percent activity (GTP binding), % at 10 µM; actives 0.11% (n = 190,000); AID 764, 2007;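 active means GTP binding at least 20 percentage points away from the 100% baseline, in either direction, so actives lie on both sides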
# Pf gamet viab: late stage P. falciparum gametocyte viability inhibitors, primary screen, ATP luminescence, HTS. P. falciparum stage V gametocytes, 24 h. actives 0.065% (n = 150,000). inhibition, % at 10.9 µM;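 active means inhibition above the mean plus 3 SD of compounds within the control limits, set per campaign, cut at about 38% in these data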;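 further: 0% = DMSO wells and 100% = medium only without gametocytes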
# Rab7 wt GTP bind: modulators of GTP binding to Rab7, primary screen, biochemical, wildtype, multiplex bead flow cytometry; Rab7 GTPase wild type (dog), Bodipy-FL-GTP binding; GST-Rab7 beads, fluorescent GTP binding; actives lie on both sides; untreated = 100%, excess cold GTP = 0%; GTP binding activity (percent of control), % at 10 µM; actives 0.055% (n = 190,000);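 active means fluorescent GTP binding to Rab7 beads changed by at least 20 points from the 100% baseline, either direction, mostly lower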;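 further: median green fluorescence of bound Bodipy-FL-GTP per Rab7 bead population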
# Rac1 wt GTP bind: wildtype Rac1 GTP binding modulators, primary screen, biochemical, GST-Rac1 beads, flow cytometry, multiplex; Ras-related C3 botulinum toxin substrate 1 (Homo sapiens), P63000; fluorescent GTP binding; actives lie on both sides; 0 = cold GTP competed, 100 = untreated; GTP binding activity (% of control), % at 10 µM; actives 0.27% (n = 190,000); AID 757, 2007;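 active means GTP binding activity at least 20 points away from the 100% control level, either lower or higher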
# HRas wt GTP: modulators of GTP binding to HRas wildtype, primary screen, biochemical, bead-based flow cytometry, multiplex; AID 759, 2007; GTPase HRas (Homo sapiens), P01112; GTP binding activity, % at 10 µM; GST-Ras wt beads, Bodipy-FL-GTP binding; actives lie on both sides; actives 0.14% (n = 190,000);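 active means GTP binding activity at least 20% away from the 100% baseline, either lowered as inhibitor or raised as activator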;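 further: 0% = unlabeled GTP competition control and 100% = no-compound control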
# Target sequence (P01112 whole entry, looked up): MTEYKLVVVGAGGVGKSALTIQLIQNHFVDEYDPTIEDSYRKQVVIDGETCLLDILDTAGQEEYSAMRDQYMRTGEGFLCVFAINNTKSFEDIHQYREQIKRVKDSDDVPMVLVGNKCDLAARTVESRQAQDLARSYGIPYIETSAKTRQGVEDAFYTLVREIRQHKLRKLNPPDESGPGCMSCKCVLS
# * = called active by the depositor; x = not tested or not shown; & = joins results of further samples; ! = repeats disagree.
SMILES,Mcl1-Bid inh,GSH fluor,Avidin fluor,Rab2A wt mod,Mcl1-Noxa inh,Cdc42 wt,Rac1 mut GTP,Pf gamet viab,Rab7 wt GTP bind,Rac1 wt GTP bind,HRas wt GTP
CCCCCC(=O)NC(NC(=S)NC1CCS(=O)(=O)C1)C(Cl)(Cl)Cl (centres undefined),-10,19,20,98,14,100,96,x,94,102,98
Cc1cc(C)cc(-n2c(C)nc3cc(C(=O)O)ccc32)c1,-33,11,6,96,14,98,97,21,96,102,98
O=c1c2ccccc2c(C=Nc2cccc(S(=O)(=O)NCc3ccco3)c2)c(O)n1-c1ccc(Cl)cn1,-17,11,12,100,17,102,101,-1,96,104,99
CC1(C2CC2)NC(=O)NC1=O (centres undefined),-21,27,13,101,-4,102,97,x,100,104,99
Cc1cc(NC(=O)CCCn2nc(C)c([N+](=O)[O-])c2C)no1,6,16,21,98,9,100,99,-12,96,103,97
Fc1ccc(-c2ccnc3nc(N4CCN(c5ccccc5)CC4)nn23)cc1,-72,46,21,102,21,98,97,9,102,100,100
O=C1c2cccc3c([N+](=O)[O-])c(O)cc(c23)C(=O)N1Nc1ccccc1,-53,23,13,86,17,84,82,-19,93,89,89
O=S(=O)(c1ccc(-c2csc(Nc3ccc(F)cc3)n2)cc1)N1CCCC1,-13,9,11,101,25,97,102,x,97,102,101
COc1ccc(CS(=O)(=O)CC2(O)CCN(C(=O)c3cccc(C(F)(F)F)c3)CC2)cc1,2,20,15,98,21,95,96,x,96,98,95
CC(=O)c1ccc(OCC(O)CN2CCN(Cc3ccc4c(c3)OCO4)CC2)cc1 (centres undefined),52*!,25,12&7,100,28&-16,98,98,x,103,99,100
N#C/C(=N\Nc1cccc([N+](=O)[O-])c1)C(=O)c1ccc(Br)cc1,11,14,8,90,38,89,86,-16,99,90,91
C/C(CC(=O)N(C(C)C)C(C)C)=N\NC(=O)c1ccccc1Br,-35,19,4,96,8,102,100,x,102,106,100
CCC(C)NS(=O)(=O)c1ccc(OCC(=O)N2CCCC2)cc1 (centres undefined),-4,11,28,100,-6,97,98,1,103,101,99
COc1ccccc1CNC(=O)C(NS(=O)(=O)c1ccc2c(c1)OCCO2)C(C)C (centres undefined),-15,6,10,98,15,99,98,x,99,101,99
COc1ccc2c(c1)sc1nc(-c3ccccc3)cn12,-22,13,8,95,1,96,96,8,95,98,97
CN(C)c1nccc(N(Cc2ccccc2)Cc2ccccc2)c1C#N,-11,20,8,104,-4,106,100,x,101,102,105
CC(C)(C)NC(=O)CSc1n[nH]c(=O)n1-c1ccccc1,-24,13,9,102,-19,103,100,3,101,108,102
COc1ccc(OC)c(N2C(=O)CC(Cc3cc(C)cc(C)c3)C2=O)c1 (centres undefined),-9,18,4,97,9,98,99,x,95,99,97
O=C1Nc2ccccc2S/C1=C\C(=O)N1CCCC1,-14,9,10,96,-6,92,93,x,96,95,92
O=C(Nc1ccc(F)cc1)c1sc2cc(C(F)(F)F)cnc2c1-c1cccs1,-14,59,10,99,-26,99,98,-15,105,108,103
Cc1ccc2nc(Nc3nc(C)cc(C(F)(F)F)n3)nc(C)c2c1,-20,13,14,103,22,105,101,x,103,107,103
COc1cc2cc(Oc3ccc4ccc(=O)oc4c3)c(=O)oc2cc1O,-21,16,9,99,-3,100,95,x,101,101,99
CC(C)[C@H](NC(=O)Nc1cccc(C(F)(F)F)c1)C(=O)O,-11,23,11,102,9,101,99,x,102,105,102
CC(=O)c1ccc(N2C(=NC(=O)C(C)C)SC3CS(=O)(=O)CC32)cc1 (centres undefined),-14,8,9,104,-6,104,101,x,99,109,102
CC/C(C)=C1\SC(N2CCN(c3cccc(C(F)(F)F)c3)CC2)=NC1=O,-9,22,42,100,-4,101,99,-21,101,99,102
COc1cccc(NC(=O)Nc2cc(NC(=O)Nc3cccc(OC)c3)c(C)nc2C)c1,37,7,3,93,21,95,96,11,91,94,92
COc1ccccc1NC(=O)c1ccc(C)s1,2,22,14,100,8,100,97,15,101,100,99
Cc1ccccc1Nc1nnc(SCC(=O)c2cc3ccccc3o2)s1,-6,10,3,96,8,99,93,-9,100,99,98
O=C(CCc1ccccc1)Nc1ccccc1F,-16,9,8,104,0,104,102,5,104,111,106
CN(Cc1ccccc1)Cc1c[nH]c2ccccc12,-12,26,37,100,-2,100,99,x,101,104,99
Cn1cc(Cl)c(-c2nc3ccccc3[nH]2)n1,-25,12,17,104,-4,108,98,x,105,105,107
Cc1onc(C(=O)/C=C/N(C)C)c1C(=O)Nc1nccs1,x,36,5,96,x,96,96,17,92,96,96
Cc1ccc(C)c(NC(=O)c2ccccc2NC(=O)C2CCCO2)c1 (centres undefined),-4,19,11,95,-16,93,95,4,97,96,97
Fc1ccccc1NC(=S)Nc1ccc(CN2CCOCC2)cc1,-22,15,10,98,-16,96,96,-12,105,101,98
COc1ccc(OC)c(/C=N/c2oc(-c3ccco3)c(-c3ccco3)c2C#N)c1,-48,6,13,103,77*,95,93,x,101,97,98
Cc1ccc(OCC(=O)NNC(=O)C2CCN(c3nc(C)cc(C)n3)CC2)cc1,-15,11,10,100,-17,101,101,-7,99,107,100
CCCn1c(SCC(=O)N2CCCC(C)C2)nnc1-c1ccccn1 (centres undefined),-30,9,8,97,-4,93,96,-4,103,93,97
CCSC1=N/C(=C/c2ccsc2)C(=O)N1c1ccccc1,-4,6,2,97,4,98,99,4,94,99,98
CCSc1ncc(Cl)c(C(=O)Nc2sc3c(c2C(=O)NCc2cccnc2)CCCC3)n1,59*,6,9,97,27,95,95,x,98,98,96
Cc1ccc(CNCC(O)(c2ccccc2)c2ccc(Cl)cc2)cc1 (centres undefined),3,15,10,96,15,95,96,5,102,99,97
CC(C)C(=O)N1CCN(c2ccc(NC(=O)c3cccs3)cc2Cl)CC1,-33,13,11,98,17,98,97,15,103,99,98
C=CCNC(=O)c1ccc([N+](=O)[O-])c(Cl)c1,-33,14,10,96,10,101,95,9,95,99,95
O=C(Nc1ccc(F)cc1)C1CCN(c2nnnn2-c2ccccc2)CC1,-35,57,11,99,16,102,99,17,101,103,100
COc1ccc(C(=O)OCCN2C(=O)c3ccccc3C2=O)cc1,-12,25,28,96,25,99,95,x,99,99,96
COc1cccc(-c2ccc(=O)n(CC(=O)Nc3cc4c(cc3NC(C)=O)OCCO4)n2)c1,-8,8,15,101,27,98,97,x,103,100,101
N#CC1=C(N)OC2=C(CC/C2=C\c2ccccc2Cl)C1c1ccccc1Cl (centres undefined),-4,10,11,97,26,96,97,6,98,99,98
CCC(=O)N1c2ccccc2-c2nnc(SC)nc2OC1c1ccc(N(C)C)cc1 (centres undefined),-16,14,6,98,5,95,96,x,100,101,98
C=CCN(C(=O)Nc1ccc(F)cc1)C1CC(=O)N(c2ccc(OC)cc2)C1=O (centres undefined),-25,8,6,98,-5,97,96,-19,96,102,100

# Single records, as listed above. Screens in order: Mcl1-Bid inh | GSH fluor | Avidin fluor | Rab2A wt mod | Mcl1-Noxa inh | Cdc42 wt | Rac1 mut GTP | Pf gamet viab | Rab7 wt GTP bind | Rac1 wt GTP bind | HRas wt GTP
# Results for COc1ccccc1NC(=O)c1ccc(C)s1 → 2 | 22 | 14 | 100 | 8 | 100 | 97 | 15 | 101 | 100 | 99
# Results for C/C(CC(=O)N(C(C)C)C(C)C)=N\NC(=O)c1ccccc1Br → -35 | 19 | 4 | 96 | 8 | 102 | 100 | x | 102 | 106 | 100
# Results for CCC(C)NS(=O)(=O)c1ccc(OCC(=O)N2CCCC2)cc1 (centres undefined) → -4 | 11 | 28 | 100 | -6 | 97 | 98 | 1 | 103 | 101 | 99
# Results for COc1ccccc1CNC(=O)C(NS(=O)(=O)c1ccc2c(c1)OCCO2)C(C)C (centres undefined) → -15 | 6 | 10 | 98 | 15 | 99 | 98 | x | 99 | 101 | 99
# Results for O=c1c2ccccc2c(C=Nc2cccc(S(=O)(=O)NCc3ccco3)c2)c(O)n1-c1ccc(Cl)cn1 → -17 | 11 | 12 | 100 | 17 | 102 | 101 | -1 | 96 | 104 | 99

# The list goes on:
SMILES,Mcl1-Bid inh,GSH fluor,Avidin fluor,Rab2A wt mod,Mcl1-Noxa inh,Cdc42 wt,Rac1 mut GTP,Pf gamet viab,Rab7 wt GTP bind,Rac1 wt GTP bind,HRas wt GTP
c1cnc2ncc3sccc3c2c1,7,10,5,97,16,100,99,x,97,101,98
COc1ccc(OC)c(-c2csc(NC(=O)C3c4ccccc4Oc4ccccc43)n2)c1,-21,19,8,99,-23,102,97,x,99,103,100
COC(=O)c1cn(NC(=O)c2cccc(OC)c2)c(=O)c2ccccc12,-14,8,x,95,-5,96,96,x,96,99,98
Cc1c(NC(=O)C(C)Sc2nc3ccccc3c(=O)n2CCO)c(=O)n(-c2ccccc2)n1C (centres undefined),-51,24,5,98,1,99,98,x,94,101,99
O=C(O)c1ccc2c(c1)OCCO2,6,11,8,102,11,106,103,x,103,113,105
CC(C)CN1CCN(CC#Cc2ccccc2)CC1CCO (centres undefined),-43,14,15,98,-9,97,98,12,96,99,96
COc1cc(-c2[nH]ncc2CN(C)Cc2cc(C)[nH]n2)cc(OC)c1OC,-21,50,10,97,20,101,96,-8,96,103,99
CCc1ccc(N2CC(C(=O)Nc3cc(C)ccc3F)CC2=O)cc1 (centres undefined),22,10,23,102,-7,101,98,x,99,105,103
